LGR2 antag – inhibitors of bursicon-induced LGR2 CRE-luciferase signal, primary screen, cell-based, HEK293, CRE-luciferase reporter, bursicon stimulation | inhibition, % at 9.99 µM | Drosophila bursicon receptor LGR2 (rickets) | bursicon-stimulated, 4 h | 0.35% of 380,000 active;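 active = drop in luminescence signal, shown as inhibition above about 50% in the replicate tests, limit read from the data, passing the limit was not always enough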;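 note: agonist challenge used bursicon conditioned medium at about half maximal strength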
XiGFP reactiv – activators of inactive X chromosome reactivation, primary screen, imaging, XiGFP fibroblasts, GFP high-content imaging, set 2; 0.055% of 360,000 active; activation, % at 7.58 µM; XiGFP mouse fibroblasts, % GFP-positive cells imaging, 3 d; cells co-treated with 5-aza-dC sensitizer; scaled so ellipticine positive control = 100%;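 active = mean normalized replicate activation at least 10% and every replicate at or above 10%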;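 note: 0% = median of on-plate neutral control wells and 100% = ellipticine 6 µM median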
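material = 68-5-11 XiGFP fibroblast line | medium = DMEM plus 5-aza-dC sensitizer | schedule = 3 days compound exposure | benchmarks = positive control ellipticine, 6 µM final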
C2C12 statin – suppressors of statin myotoxicity in C2C12 myotubes, primary screen, cell-based, single point, plate reader. C2C12 myotubes + simvastatin, ATP luminescence, 48 h; scaled: DMSO 0, geranylgeraniol control 100. rescue of ATP level, % at 7.49 µM. 0.78% of 330,000 active. AID 602340, 2012;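 active = mean ATP rescue above about 67%, or every replicate alone reaching that limit, limit read from the data, passing the limit was not always enough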;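 note: myotubes were challenged with 10 µM simvastatin during compound exposure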
PGC1a acetyl inh – inhibitors of PGC1a acetylation signal, primary screen, cell-based, U2OS, AlphaScreen, inhibitor mode. inhibition, % at 15.6 µM. 0.17% of 350,000 active. AlphaScreen anti-acetyl-lysine; with virally co-expressed GCN5 acetyltransferase;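 active = every replicate shows inhibition of at least 40%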;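 note: 0% = neutral control wells and 100% = positive control wells; some results beyond the cut were filed as inactive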
S100A4 MyoIIA – inhibitors of S100A4-myosin IIA peptide binding, primary screen, biochemical, fluorescence polarization, TAMRA-MyoIIA peptide | Protein S100-A4 (Homo sapiens), P26447 | 0.14% of 360,000 active | inhibition, % at 10.7 µM;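 active = mean inhibition of at least 70% across replicates, with every replicate also reaching that level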
Target sequence (P26447 whole entry, looked up): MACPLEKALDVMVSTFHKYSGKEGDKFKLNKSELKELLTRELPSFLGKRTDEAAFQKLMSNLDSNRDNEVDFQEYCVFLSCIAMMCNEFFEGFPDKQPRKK
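Test system – S100A4 monomer (human) · Compound – single-point compound testing · Schedule – 5 min incubation before reading · Probe or stimulus – TAMRA-labelled myosin IIA heavy-chain peptide probe, 5 nM · Benchmarks – neutral control DMSO, positive control TFP · Medium – Calcium-containing HEPES buffer, pH 7.2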
SIRT5 inh – SIRT5 desuccinylase inhibitors, primary screen, biochemical, fluorescence imaging, single point, set 5; NAD-dependent protein deacylase sirtuin-5, mitochondrial (Homo sapiens), Q9NXA8; Purified SirT5, succinyl-peptide AMC, trypsin-coupled fluorescence; inhibition, % at 15 µM; 1.1% of 330,000 active; AID 652115, 2013; in the data active = inhibition above about 15%
Target sequence (Q9NXA8 whole entry, looked up): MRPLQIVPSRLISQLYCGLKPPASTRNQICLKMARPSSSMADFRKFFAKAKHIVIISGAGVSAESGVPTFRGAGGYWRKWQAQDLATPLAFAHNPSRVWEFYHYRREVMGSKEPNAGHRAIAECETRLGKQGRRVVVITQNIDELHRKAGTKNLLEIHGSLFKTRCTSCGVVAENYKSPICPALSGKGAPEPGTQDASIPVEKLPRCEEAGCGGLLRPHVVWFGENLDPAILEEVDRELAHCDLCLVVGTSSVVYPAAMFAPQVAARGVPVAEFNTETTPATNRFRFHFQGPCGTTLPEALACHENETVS
ERAP1 inh – human ERAP1 aminopeptidase inhibitors, primary screen, biochemical, single point, plate reader; Endoplasmic reticulum aminopeptidase 1 (Homo sapiens), Q9NZ08; recombinant ERAP1, Leu-AMC fluorescence, 60 min; inhibition, % at 10.7 µM; 0.15% of 340,000 active; AID 652197, 2013;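 active = mean replicate inhibition of at least 30%, or all replicates individually reaching that 30% level; inactive = mean below 30% and not every replicate reaching it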;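 note: 0% = neutral control wells and 100% = L-leucinethiol positive control wells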
Cneo AK release – Cryptococcus neoformans cell lysis inducers, primary screen, AK release luminescence, single concentration. lysis activity, % at 15 µM. 0.2% of 360,000 active. C. neoformans lysis, adenylate kinase release luminescence, 4 h; normalised: neutral wells 0, clomiphene wells 100;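 active = mean lysis activity across replicates of at least 80%, whatever share of replicates individually reach that level; inactive = mean lysis activity below 80%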
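Material – log-phase Cryptococcus neoformans yeast cells · Input – 5 × 10^6 yeast cells/mL · Medium – fresh YPD growth medium · Doses – single compound concentration per well · Timing – static 4 h at 37 °C with compound, 1 h detection · Detection – adenylate kinase release luminescence · Read-out – signal increase indicating cell lysis · Control set – Clomiphene as positive lysis control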
* marks the source's active call; other numbers are inactive results; . = no result given. This is a subset; count on the stated rates, not on these rows.

compound	LGR2 antag	XiGFP reactiv	C2C12 statin	PGC1a acetyl inh	S100A4 MyoIIA	SIRT5 inh	ERAP1 inh	Cneo AK release
CCOC(=O)C(N)CSC1CC(=O)N(c2ccc(OCC)cc2)C1=O (stereo unspecified)	-4	0.0	3	.	-3	-9	2	0
CCOc1ccccc1N(CC(=O)NCC1CCCO1)C(=O)CCC(=O)Nc1cc(C)on1 (stereo unspecified)	3	0.1	13	.	0	-2	0	-1
CC(C)(C)N1CC(c2nc3ccccc3n2Cc2ccccc2)CC1=O (stereo unspecified)	6	.	6	1	1	-1	-3	1
COc1ccc(N(CC(=O)NC2CCCC2)C(=O)Cn2nnc(-c3ccc(C)o3)n2)c(OC)c1	4	0.1	4	-16	-1	-1	-2	0
CCN(C[C@H]1N[C@@](C)(C(=O)OC)[C@H]2C(=O)N(C)C(=O)[C@@H]12)S(=O)(=O)c1ccc(C)cc1	-12	-0.1	-10	.	7	-3	-7	2
CCN(CC)S(=O)(=O)c1cc(NC(=O)c2ccc(Br)s2)ccc1C	-3	0.1	-17	-2	-21	-2	1	-1
OCCOCCOc1cccc2[nH]ccc12	10	-0.2	.	-10	4	6	3	.
C[C@@H]1CN([C@H](C)CO)C(=O)Cc2cc(NS(C)(=O)=O)ccc2O[C@@H]1CN(C)C(=O)Nc1cccc2ccccc12	3	0.0	-28	-3	-8	3	2	-4
O=C(Nc1ccc(F)cc1)N1C[C@@H]2[C@H](c3ccccc31)[C@H](CO)N2C(=O)c1ccccc1F	-13	0.3	-10	1	-1	2	-3	-5
COc1ccc(C2CC(=O)C(C=NCC(C)C)=C(O)C2)cc1 (stereo unspecified)	16	0.0	-11	-1	-3	3	0	-2

Quoted at random: 3 compounds from above.
compound	LGR2 antag	XiGFP reactiv	C2C12 statin	PGC1a acetyl inh	S100A4 MyoIIA	SIRT5 inh	ERAP1 inh	Cneo AK release
CCOc1ccccc1N(CC(=O)NCC1CCCO1)C(=O)CCC(=O)Nc1cc(C)on1 (stereo unspecified)	3	0.1	13	.	0	-2	0	-1
OCCOCCOc1cccc2[nH]ccc12	10	-0.2	.	-10	4	6	3	.
COc1ccc(C2CC(=O)C(C=NCC(C)C)=C(O)C2)cc1 (stereo unspecified)	16	0.0	-11	-1	-3	3	0	-2

(next part)
compound	LGR2 antag	XiGFP reactiv	C2C12 statin	PGC1a acetyl inh	S100A4 MyoIIA	SIRT5 inh	ERAP1 inh	Cneo AK release
COc1ccc(NC(=O)N(C)C[C@H]2Oc3ccc(NS(=O)(=O)c4ccc(C)cc4)cc3CC(=O)N([C@@H](C)CO)C[C@@H]2C)cc1	-2	-1.0	-11	0	.	.	.	.
CCN(C[C@@H]1[C@@H](c2ccccc2)[C@@H](CO)N1S(C)(=O)=O)C(=O)C1CC1	-22	0.0	-5	8	16	2	-1	0
CN1/C(=C\C(=O)Nc2cccc(Cl)c2)C(C)(C)c2ccccc21	12	0.2	-10	-7	-26	0	13	0
CCCCCCCCN1CC(Cc2cc3ccccc3c3ccccc23)N(c2ccccc2)c2ccccc2C1=O (stereo unspecified)	2	0.0	.	.	-1	-7	.	.
Cc1ccc(C(=O)OCC(=O)NCc2cccs2)s1	14	0.0	5	13	4	-2	0	0
COc1ccc(/C=C2\SC(=S)N(N3C(=O)CCC3=O)C2=O)cc1O	-8	0.0	-7	-10	-9	-2	3	0
Cc1c(Cl)cccc1NC(=S)N(C)CCC#N	-2	0.0	.	.	17	0	-1	.
O=C(NNC(=O)c1ccc(Cl)s1)c1csc(N2CCOCC2)n1	-2	-0.1	.	.	-1	0	-3	.
CO[C@H]1CN(C)C(=O)c2cc(NC(=O)C3CC3)ccc2OC[C@@H](C)N(C(=O)CN(C)C)C[C@@H]1C	7	0.4	-10	-2	-5	-2	-2	-2
Cc1ccc(C(=O)NC(=C(Cl)Cl)S(=O)(=O)c2ccccc2)cc1	-5	0.2	.	.	12	-2	-4	.

More structures
Below each SMILES: LGR2 antag, XiGFP reactiv, C2C12 statin, PGC1a acetyl inh, S100A4 MyoIIA, SIRT5 inh, ERAP1 inh, Cneo AK release
CC1CCCC(NC(=O)CCNS(=O)(=O)c2ccc(Br)cc2)C1C (stereo unspecified)
→ -1, 0.3, ., -3, 4, -4, -2, .
CCCC(=NCc1ccccc1)C1=C(O)C(C(=O)OC)C(C)(C)CC1=O (stereo unspecified)
→ -10, ., -8, 14, -2, -3, -2, -3
O=C(CC1CC1)N1CC2(C1)[C@H](c1ccccc1)[C@H](CO)N2Cc1ccc(F)cc1
→ 3, 0.0, ., -13, 29, 1, -1, .
CCCNC(=O)c1ccc(N2CCC3(CC2)CC(c2ccc(Cl)cc2)=NO3)c([N+](=O)[O-])c1
→ 0, 0.1, 1, 0, -4, -1, -2, -1
CC(C)CCNC(=O)c1onc(CSc2ccccn2)c1C(=O)NCCC(C)C
→ -6, 0.6, -4, -22, ., ., ., 1
CC(C)[C@H](Nc1ccc(S(=O)(=O)N2CCOCC2)cc1[N+](=O)[O-])C(=O)OCC(N)=O
→ 3, 0.0, 0, -10, 3, -1, 2, -1
Cc1cn2c(=O)c(C(=O)N3CCN(c4ccccc4F)CC3)cnc2s1
→ -33, -0.1, -3, 6, 2, -4, -2, -2
CCCCN1C(=O)C(CC(=O)NC2CCCC2)CC(C(=O)N2CCOCC2)=C1C (stereo unspecified)
→ 7, 0.2, 2, 0, -1, -2, 0, 1
COc1ccc(CNC(=O)C[C@@H]2C[C@@H]3c4cc(NS(=O)(=O)c5ccc(F)cc5)ccc4O[C@@H]3[C@H](CO)O2)cc1
→ -14, -0.1, 7, -14, -4, 1, 3, -7
Cc1nc2ccccc2c(=O)n1NC(=O)C1CCC(C(C)(C)C)CC1 (stereo unspecified)
→ -3, 0.0, ., -8, 2, -4, -7, .
Cc1ccc(CCNCc2c(C(=O)O)c(C)n(-c3ccccc3)c2C)cc1
→ -25, 0.1, -3, -1, -3, 1, 1, -2
CCCCN1CC(N2CCCCC2)CS1(=O)=O (stereo unspecified)
→ -6, 0.0, 10, 11, -2, -1, ., 0
O=C(O)C1CCN(S(=O)(=O)c2cccc3nonc23)CC1
→ -15, -0.1, ., ., 10, 4, 3, .
CCN(CC)C(=O)C1=C(C)N(Cc2ccccc2)C(=O)C(CC(=O)NCCCN(C)C)C1 (stereo unspecified)
→ -14, -0.1, 5, 15, -2, 5, 3, -2
CCOC(=O)[C@@H]1[C@H]2COc3cc(OC)ccc3[C@H]2N2C(=O)N(c3ccccc3)C(=O)[C@]12C
→ -9, -0.1, -4, 5, -4, ., 0, -4
COc1ccc(-n2c(=S)[nH]c3c(oc4ccccc43)c2=O)cc1
→ 5, 0.0, 5, 5, ., ., ., 0
CC(C)CNC(=S)NC1CC2CCCC(C1)N2C1CCCCC1 (stereo unspecified)
→ 15, 0.0, ., ., -1, -3, -1, .
CC(=O)NC(O)C(=O)c1ccco1 (stereo unspecified)
→ 2, ., 6, 14, 1, 0, -1, 4
COc1ccc(Nc2nc(N3CCCC3)nc(N3CCOCC3)n2)cc1
→ ., 0.1, 1, ., -4, 1, -1, -1
CC1CN(S(=O)(=O)c2ccc(C(=O)NC3CCCCC3)cc2)CC(C)O1 (stereo unspecified)
→ 0, 0.1, 1, 1, 3, 5, 3, -2
NS(=O)(=O)c1ccc(NC(=O)COC(=O)c2cccc(S(=O)(=O)N3CCCC3)c2)cc1
→ -4, 0.1, -9, 2, -4, -4, ., -1
O=C(CN1C(=O)C(=O)N(C2CCCC2)C1=O)Nc1ccccc1OC(F)F
→ -3, -0.1, 4, 3, -3, 11, -4, 1
COc1cc(CN2CCN(C(c3ccccc3)c3ccccc3)CC2)cc(OC)c1OC
→ -1, 0.2, 12, ., 11, -4, -7, 4
COc1ccc(OCCn2cc(/C(N)=N/O)c3ccccc32)cc1
→ -6, ., 11, 4, -5, 0, -3, 0
COc1ccc(F)cc1C(=O)COC(=O)c1n[nH]c(=O)c2ccccc12
→ -19, 0.1, 4, 12, -2, -1, 0, -1
COC(=O)/C(=N/Nc1ccccc1Cl)Sc1nnc(C(O)c2ccccc2)n1-c1ccccc1 (stereo unspecified)
→ -16, 0.0, ., ., -2, -2, -4, .
CC(C)NC(=O)N1[C@H](CO)[C@H](c2ccccc2)C12CN(C(=O)Cc1cccnc1)C2
→ 3, 0.1, ., -3, -1, 0, 1, .
C[C@H](CO)N1C[C@H](C)[C@@H](CN(C)C(=O)Nc2ccc(F)cc2)Oc2ccc(NS(=O)(=O)c3ccc(F)cc3)cc2CC1=O
→ 3, 0.0, -13, 6, 1, 1, -2, -3
Cc1ccc(S(=O)(=O)NCCC(=O)OCC(=O)Nc2ccccc2Cl)cc1
→ -20, 0.1, ., 2, -3, 0, 0, .
S=C(NCCc1ccncc1)Nc1cccc2ccccc12
→ 5, 0.0, ., 7, -9, -1, -7, .
Cn1cc(-c2csc(C(C)(O)c3cccnc3)n2)cn1 (stereo unspecified)
→ 15, 0.2, -25, -19, -9, 6, 1, 5
COc1ccc(CC(=O)Cc2ccc(OC)c(OC)c2)cc1OC
→ 2, 0.0, 0, 10, -3, 10, 1, -1
COc1ccc([Si](C)(C)[C@H]2[C@H](CCn3cc(CCO)nn3)O[C@@]3(C(=O)N(Cc4cccc(N5CCC5=O)c4)c4ccccc43)[C@@H]2C)cc1
→ ., ., ., -2, -22, -1, 2, -10
O=C(COC(=O)CCS(=O)(=O)c1ccc(Cl)cc1)NCCc1ccc(Cl)cc1Cl
→ 19, -0.2, ., ., -1, -5, -4, .
O=C(CSc1nncc(=O)[nH]1)Nc1cccc([N+](=O)[O-])c1
→ -7, -0.1, ., ., -1, -1, 2, -7
